tim10-1 inh – growth inhibitors of tim10-1 mutant yeast; S. cerevisiae tim10-1 ts strain growth, BacTiter-Glo, 24 h; inhibition, % at 20 µM; actives 2.2% (n = 330,000);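 active = inhibition of at least 40%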;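 also: mutant grown at 25 °C; 0% = DMSO wells with yeast and 100% = wells holding no yeast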
tim23-1 inh – tim23-1 yeast growth inhibition; S. cerevisiae tim23-1 growth, BacTiter-Glo luminescence, 24 h; inhibition, % at 20 µM; actives 1.3% (n = 330,000); AID 463212;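 active = growth inhibition of the mutant yeast at or above 50%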;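 also: temperature-sensitive mutant grown at 25 °C; plate controls were DMSO-treated mutant yeast for no effect and medium wells lacking yeast for full effect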
NLRP3 yeast inh – NALP3 inhibition in yeast. Yeast reconstituted NLRP3/ASC/caspase-1, beta-gal luminescence, 24 h. inhibition, % at 10 µM. actives 0.39% (n = 330,000);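 active = inhibition of 50% or more; inactive = inhibition below 50%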;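 also: plate controls were induced DMSO wells for no effect and uninduced yeast grown without galactose for full effect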
TIM10 inh – inhibits growth of TIM10 yeast strain | S. cerevisiae TIM10 strain growth, BacTiter-Glo luminescence, 24 h | inhibition, % at 10 µM | actives 1.4% (n = 330,000);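 active = inhibition of 40% or more at the single tested concentration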;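 also: wild-type TIM10 isogenic control strain grown at permissive 25 °C; 0% = DMSO yeast wells and 100% = minimal medium wells without yeast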
MPTP inh – blocks calcium-induced mitochondrial swelling; inhibition, % at 10 µM; actives 1.4% (n = 360,000); AID 602449; isolated mouse mitochondria, Ca2+ swelling absorbance, 30 min;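 active = inhibition of 50% or more, scaled per plate between neutral and stimulator controls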;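 also: 0% = DMSO wells given calcium and 100% = 1 mM EGTA wells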
MIN6 prolif – MIN6 beta-cell proliferation induction. MIN6 cells proliferation, ATPlite luminescence, 48 h; cells starved in 0.2% serum; 100% = growth in 10% serum. proliferation, % at 10 µM. actives 0.29% (n = 330,000). AID 2380;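 active = compounds whose signal lies at least 3.5 SD above the mean of all wells on their plate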;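 also: 0% = DMSO-treated cells in low-serum medium and 100% = 10% serum control; some compounds called inactive have numbers as strong as hits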
APJ ag – agonists of human APJ apelin receptor; P35414; CHO-K1 APJ PathHunter beta-arrestin, luminescence; 0% DMSO wells, 100% apelin; activation, % at 20 µM; actives 0.11% (n = 330,000);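 active = activation more than six SD over the plate average, tested at 20 µM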;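 also: 0% = DMSO alone and 100% = apelin-13 at 10 nM; some results filed as inactive read as strong as hits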
Target sequence (P35414 whole entry, looked up): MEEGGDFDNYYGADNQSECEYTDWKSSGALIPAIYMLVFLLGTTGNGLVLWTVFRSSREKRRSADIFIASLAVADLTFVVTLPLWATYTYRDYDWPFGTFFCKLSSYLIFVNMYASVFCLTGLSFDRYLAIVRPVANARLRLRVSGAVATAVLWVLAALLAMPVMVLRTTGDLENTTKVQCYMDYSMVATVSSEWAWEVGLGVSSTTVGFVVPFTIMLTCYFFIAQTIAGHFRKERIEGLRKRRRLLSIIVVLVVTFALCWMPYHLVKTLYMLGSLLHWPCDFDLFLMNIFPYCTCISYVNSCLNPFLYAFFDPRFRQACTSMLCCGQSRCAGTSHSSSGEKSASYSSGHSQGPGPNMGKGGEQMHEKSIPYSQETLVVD
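Assay system: CHO-K1 APJ beta-arrestin complementation cell line / Compound: single test compound dose, 20 µM final, 1% DMSO / Times: overnight seeding, 90 min compound at 25 °C, 1 h detection / Technique: beta-gal luminescence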
NR3A LBD binder – modulators (binders) of human NR3A ligand-binding domain; AID 1259313; NR3A LBD differential scanning fluorimetry, Tm shift; 0% = protein alone, 100% = glycine-bound protein; actives 2.5% (n = 340,000); Tm shift relative to glycine control, % at 25 µM;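 active = melting temperature shift of at least 10% of the positive control shift, at one fixed dose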
APJ antagonist – blocks the human apelin receptor APJ. actives 0.32% (n = 330,000). P35414. CHO-K1 APJ beta-arrestin complementation, luminescence. inhibition, % at 20 µM;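 active = inhibition above about 40% at 20 µM, limit read from the data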;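 also: cells challenged with 10 nM apelin-13 agonist together with compound; plate controls were apelin-13 plus DMSO wells for no effect and DMSO wells lacking apelin-13 for full effect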
Numbers without * were called inactive; nt = no result given.

molecule	tim10-1 inh	tim23-1 inh	NLRP3 yeast inh	TIM10 inh	MPTP inh	MIN6 prolif	APJ ag	NR3A LBD binder	APJ antagonist
O=C([O-])c1cc(-c2ccccc2)cc(-c2ccccc2)[n+]1Cc1ccccc1	14	17	1	-1	nt	-8	-1	nt	18
O=C(Cn1c(=O)sc2ccccc21)Nc1ccc(O)cc1	16	14	8	15	-1.7	-3	9	0	-9
COc1ccc(C(C)=O)cc1Cn1cnc2c(cnn2C)c1=O	12	2	4	-2	0.0	-4	-4	-1	-7
N/C(=N\OC(=O)c1ccccc1F)c1cccc([N+](=O)[O-])c1	28	16	29	19	-0.7	0	9	-17	-19
Cc1cccc(NC(=O)C2CCCN(S(=O)(=O)c3cccc4nsnc34)C2)n1 (stereo unspecified)	22	3	-7	15	-1.2	-1	-1	0	11
CC(C)n1c(CN2CCN(Cc3ccccc3)CC2)nc2ccccc21	31	3	18	9	1.4	-2	-8	1	2
C=C1CCN([C@@H](CC(C)C)C(=O)O)S(=O)(=O)c2ccccc21	9	7	-8	8	-1.2	0	45*	0	3
CC1CC(C)CN(C(=O)c2ccc3ncsc3c2)C1 (stereo unspecified)	20	33	8	7	-0.5	-6	-5	0	15
CCC(C)Nc1nc2c(c(=O)n(C)c(=O)n2C)n1Cc1ccc(Cl)cc1 (stereo unspecified)	21	22	-2	7	-0.6	-3	-1	3	-64
O=C(Cn1nc(C(=O)O)c2ccccc2c1=O)c1cc(F)ccc1F	4	5	20	6	2.6	-2	-9	-1	24
CC(C)n1nc(C(=O)OCn2nnc3ccccc3c2=O)c2ccccc2c1=O	19	11	8	4	0.8	0	-3	-6	16
CCOC(=O)N1CCC(N2CCCC(C(=O)c3ccc4cc(OC)ccc4c3)C2)CC1 (stereo unspecified)	-17	-86	29	9	7.8	-2	-3	2	14
Cc1cc(NC(=O)c2ccc(N3CCCC3)c([N+](=O)[O-])c2)no1	6	-9	6	-1	2.7	-2	-4	-3	15
COc1ccc(-c2noc(CN(C)Cc3ccc(C)o3)n2)cc1	5	2	24	-13	1.1	-4	-3	0	-1
COc1ccc(-n2nc(C(=O)NCC(=O)NCC3COc4ccccc4O3)c3ccccc3c2=O)cc1 (stereo unspecified)	25	-3	5	-7	1.7	-3	1	-2	0
O=C(O)CCCNS(=O)(=O)c1ccc(F)cc1	13	-8	11	-13	2.6	-4	-3	0	7
CC(CN1CCOCC1)(NS(=O)(=O)c1ccccc1)c1ccccc1 (stereo unspecified)	19	18	17	26	-0.3	-3	-2	-7	11
CCCNC(=S)Nc1ccc(Cl)cc1C	-1	34	1	8	-0.8	0	-3	1	14
OC(C#CCN1CCOCC1)(c1ccccc1)C1CC1 (stereo unspecified)	28	13	14	13	-1.0	-3	-2	1	14
O=C(Nc1cccc(C(F)(F)F)c1)c1cccnc1NCCO	-16	-10	-18	-5	0.9	-2	0	0	2
CCOc1ccc(NC(=O)CSc2nc3c([nH]c4ccccc43)c(=O)n2C)cc1	6	7	0	-22	1.9	-4	-1	3	23
C[C@H](CO)N1C[C@H](C)[C@@H](CN(C)C(=O)Nc2ccc3c(c2)OCO3)Oc2ccc(NC(=O)NC3CCCCC3)cc2C1=O	-8	-10	14	-8	-1.4	-2	-2	3	-6
COC(=O)c1sccc1NC(=O)CCC1CCCCC1	12	5	40	4	0.8	-1	-4	3	8
Cc1ccccc1CS(=O)(=O)Cc1ccc(C(=O)NCc2ccco2)o1	-8	7	10	23	1.6	2	-1	-3	-6
N#Cc1c2n(c3c(-c4ccccc4)ncnc13)CCC2	-3	7	11	-1	-1.9	-2	-2	0	15

Copied from the list:
Entry for `OC(C#CCN1CCOCC1)(c1ccccc1)C1CC1` (stereo unspecified) under tim10-1 inh: 28
Entry for `O=C(Nc1cccc(C(F)(F)F)c1)c1cccnc1NCCO` under NR3A LBD binder: 0
Entry for `COc1ccc(-n2nc(C(=O)NCC(=O)NCC3COc4ccccc4O3)c3ccccc3c2=O)cc1` (stereo unspecified) under TIM10 inh: -7

Going on with the list.
molecule	tim10-1 inh	tim23-1 inh	NLRP3 yeast inh	TIM10 inh	MPTP inh	MIN6 prolif	APJ ag	NR3A LBD binder	APJ antagonist
COc1ccccc1Oc1coc2c(CN3CCN(C)CC3)c(O)ccc2c1=O	23	17	11	16	-1.3	-4	4	1	-1
CC(C)(C)C1CCc2onc(C(=O)Nc3cccc(O)c3)c2C1 (stereo unspecified)	12	8	-25	25	1.6	-1	-2	nt	11
O=C(NCCCc1ccccc1)C1CC1	-14	4	-3	-21	0.3	1	-2	-1	-7
COc1ccc2c(Cn3cnc4cc([N+](=O)[O-])ccc4c3=O)cc(=O)oc2c1	3	-5	-7	-28	0.9	-5	10	0	-26
O=C(COC(=O)CC1CC2CCC1C2)Nc1ccccc1Cl (stereo unspecified)	-41	25	22	-9	-0.4	1	-3	-1	-10
COc1ccc(C2C(C(=O)N3CCN(c4ccccc4)CC3)c3ccccc3C(=O)N2C)cc1 (stereo unspecified)	20	8	14	10	2.3	-1	1	-3	13
O=C(CSc1ccccc1)NCc1cccnc1	16	22	11	0	-0.3	-3	2	-2	3
CSc1nnc(-c2ccc(NC(=O)CCc3ccccc3)cc2)n1C	15	7	2	11	1.9	-1	-1	2	-8
COc1ccc(CNC(=O)CSc2cc(=O)n(C)c3ccccc23)cc1	13	13	6	-6	2.7	0	2	3	-4
COc1ccc(-c2cc3nc(C)cc(-c4ccc(OC)cc4)n3n2)cc1	19	18	7	15	1.3	-2	-1	-7	7
O=C(NN=Cc1ccc(F)cc1)c1ccccc1NS(=O)(=O)c1cccs1	4	13	-9	6	20	-2	0	-4	5
CCOc1ccc(C(=O)Nc2cccc(-c3nc4cccnc4o3)c2)cc1Cl	30	15	23	5	1.2	-5	8	4	-11
CCc1ccc(/C=N/NC(=O)c2cc(-c3cccc([N+](=O)[O-])c3)n[nH]2)cc1	-9	-1	15	7	24	0	4	10	7
COc1ccc2[nH]c3nc(SCC(=O)Nc4cccc(NC(C)=O)c4)nnc3c2c1	14	2	14	5	0.1	-3	0	1	2
COCCCN(CC(=O)Nc1ccc(N2CCOCC2)cc1)S(=O)(=O)c1ccc(C)cc1	16	20	13	2	0.3	-2	-2	0	-8
COc1ccc(-c2nc(N)nc(C(F)(F)F)c2-c2cscn2)c(O)c1	-12	4	5	-5	1.4	-1	-5	0	13
COC(=O)CCCC1=CC2=CC(=O)C(C)(OC(=O)c3cccs3)C(=O)C2=CN1C1CC1 (stereo unspecified)	3	16	18	2	-2.2	-3	11	4	-52
C[C@H]1[C@H](c2ccccc2)C[C@@H](C(=O)O)C1(C)C	23	27	-17	14	-0.7	-1	5	3	5
O=C(CSc1nc2ccccc2o1)N1CCCC1	12	2	0	-8	0.4	-2	2	-3	15
O=C(Nc1ccc(S(=O)(=O)N2CCOCC2)cc1)c1cccnc1	2	14	-15	4	0.2	-2	2	0	9
CC[C@]12c3[nH]c4ccc(OC)cc4c3CCN1C(=O)C(CC(=O)NCCC1=CCCCC1)C[C@@H]2C(=O)N1CCN(C(=O)C2CC2)CC1 (stereo partly specified)	-4	20	nt	-7	-0.6	nt	nt	0	nt
COc1ccc(Cl)cc1C(=O)NNC(=O)COC(=O)c1cccs1	3	16	1	3	-0.1	0	1	-1	10
CCOc1ccc(NC(=O)CN(C)C(=O)c2cn(-c3ccccc3)nc2-c2cccs2)cc1OCC	5	4	3	-8	1.9	-4	2	-1	-26
CCCC1C2C(=O)N(c3ccccc3OC)C(=O)C2ON1c1ccccc1 (stereo unspecified)	24	12	9	0	1.7	-2	-8	20*	-5
O=C(N/N=C\c1ccc(-c2cccc(Cl)c2)o1)C(=O)NC1CCCC1	-27	-36	16	-16	4.1	-4	-2	24*	-12

Compound profiles (already shown). Order of screens: tim10-1 inh | tim23-1 inh | NLRP3 yeast inh | TIM10 inh | MPTP inh | MIN6 prolif | APJ ag | NR3A LBD binder | APJ antagonist
`O=C(Nc1cccc(C(F)(F)F)c1)c1cccnc1NCCO` is entered as -16 | -10 | -18 | -5 | 0.9 | -2 | 0 | 0 | 2
`Cc1ccccc1CS(=O)(=O)Cc1ccc(C(=O)NCc2ccco2)o1` is entered as -8 | 7 | 10 | 23 | 1.6 | 2 | -1 | -3 | -6

Going on with the list.
molecule	tim10-1 inh	tim23-1 inh	NLRP3 yeast inh	TIM10 inh	MPTP inh	MIN6 prolif	APJ ag	NR3A LBD binder	APJ antagonist
NC(=O)COC(=O)c1ccc(Cl)c(S(=O)(=O)N2CCN(c3ccc(F)cc3)CC2)c1	4	11	17	-9	0.2	-2	-2	-2	-18
Cc1[nH]nc2c1C(c1ccc(-c3ccccc3C#N)o1)C(C#N)=C(N)O2 (stereo unspecified)	56*	86*	14	16	1.7	-4	-1	-18	15
O=c1c2ccccc2nnn1CSc1nc2ccccc2c(=O)n1Cc1ccco1	9	25	13	9	0.3	-3	-5	2	-1
COc1cccc(/C=N/NC(=O)C(=O)Nc2ccccc2OC(F)(F)C(F)F)c1	-7	-27	11	-14	0.8	-1	-2	-1	0
COc1ccc2cc3cc(C(=O)NCCC(C)C)oc3nc2c1	-12	3	2	10	1.7	-2	-2	-4	6
CCOCCn1c(CN2CCN(c3cccc(Cl)c3)CC2)nc2c1c(=O)n(C)c(=O)n2C	10	17	11	3	-0.6	-1	-4	-4	3
CCOc1ccc2nc(N(Cc3ccccc3)C(=O)CCNC(C)=O)sc2c1	26	27	2	18	-1.8	7	0	-1	6
NS(=O)(=O)c1ccc(CCNC(=O)CCc2nc3sc4c(c3c(=O)[nH]2)CCCC4)cc1	10	-3	22	-6	0.4	-1	-4	-1	21
Cc1ccccc1-n1cc(C(=O)c2cc(Cl)ccc2O)cc(C#N)c1=O	27	46	7	13	40	0	2	-2	-42
CC1CC(c2ccccc2)n2nc(N3C(=O)c4ccccc4C3=O)nc2N1 (stereo unspecified)	1	0	8	-3	0.3	-1	-4	1	2
O=C(NCC1CCCO1)c1nc(Cn2ccc([N+](=O)[O-])n2)no1 (stereo unspecified)	13	12	25	0	0.7	0	0	-2	8

Source: PubChem
